Screening data deposited in PubChem by several laboratories.
sdo1 growth: compounds rescuing growth of sdo1-depleted yeast, bone marrow failure model. S. cerevisiae sdo1-depleted JHY4D growth rescue, OD600 30 h; stronger effect = higher value; pdr5 snq2 efflux-pump mutant strain. z-score at 10 µM. 140,000 tested, 0.21% active. AID 817;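 active means z-score above 3 at both the 24 hr and the 30 hr optical density reads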;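 further: z-score against mean and SD of all compound wells on the same plate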
Insulin prom inh: TRM-6 insulin promoter activity inhibition. TRM-6 cells (human fetal islet line), insulin promoter-eGFP reporter, imaging; reporter expression induced with tamoxifen. inhibition, % at 2 µM. 130,000 tested, 0.9% active. AID 1273;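 active means inhibition above the mean plus 3 SD, with well images judged a real hit on visual review, cut at about 60% in these data, passing the limit was not always enough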
sdo1 growth Rescue 24 h: recorded beside sdo1 growth, whose call it bears; z-score; S. cerevisiae sdo1-depleted JHY4D growth rescue, OD600; measured here: growth rescue at 24 h;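 0 is the plate mean of compound wells and units are plate SD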
* hit, by the source's call; . = no result given.

Results follow in this order: sdo1 growth	Insulin prom inh	sdo1 growth Rescue 24 h
- CCOCCCNC(=O)c1ccc(OC(C)=O)cc1
    1.11	-23.1	1.51
- COc1cc(C(=O)Nc2nc(N)n(-c3ccccc3)n2)cc(OC)c1OC
    1.52	.	0.37
- CCOC(=O)CSc1nc2ccc(C)cc2[nH]1
    0.57	53.3	0.16
- Cc1ccc(OCCOCCN(C)C)c(Cl)c1
    1.01	19.4	1.61
- Cc1cc(SCC(=O)c2cccs2)nc2ccccc12
    -1.08	.	-1.55
- Nc1nnc(SCC(=O)c2ccccc2)s1
    1.45	0.0	0.83
- Cc1c(NC(=O)C(C)OC(=O)c2cc(-c3cccc4ccccc34)nc3ccccc23)c(=O)n(-c2ccccc2)n1C (stereo not given)
    -0.11	-46.4	0.02
- CCCC(OC(=O)CC1Sc2ccccc2NC1=O)C(=O)NCc1ccco1 (stereo not given)
    0.67	18.4	0.62
- COc1ccc(NC(=O)N2CCCCC2)cc1
    0.17	80.0*	0.22
- COc1ccccc1NC(=O)COc1ccccc1C(=O)c1cnn(-c2ccccc2)c1
    -0.31	.	-0.31
- Cc1cccc(NC(=O)C2(c3cccs3)CCOCC2)c1
    0.66	20.0	0.16
- N#Cc1ccc(-c2cccnc2)nc1SCC(=O)Nc1sc2c(c1C#N)CCC2
    -0.57	0.0	0.53
- COc1cc2nc(SCc3c(C)noc3C)n(CCC3=CCCCC3)c(=O)c2cc1OC
    0.04	.	0.78
- COc1ccc(CCNC(=O)CSc2nc3[nH]ncc3c(=O)n2-c2ccc(Br)cc2)cc1OC
    .	30.0	.
- Cc1cc(C)nc(SCC(=O)Nc2sc3c(c2C#N)CCC(C)C3)n1 (stereo not given)
    .	-343.8	.
- CCOC(=O)COc1ccc(S(=O)(=O)Nc2ccc(C)cc2)cc1
    -0.25	-53.6	-0.39
- COc1cc(C(C)=O)ccc1COc1ccc(C(=O)OCC(N)=O)cc1OC
    -0.04	16.1	-0.76
- CCc1c(C)nc2cc(-c3cc(OC)cc(OC)c3)nn2c1N1CCCC1
    -1.44	.	-0.18
- CC(C)OC(=O)c1ccc(OC(=O)c2cccnc2)cc1
    0.48	0.0	0.47
- N#C/C(=C\c1ccc(Cl)cc1)c1nc2ccccc2o1
    -1.27	14.3	-1.3
- CC(C(=O)Nc1ccc2c(c1)OCO2)N(c1ccc(Cl)cc1)S(C)(=O)=O (stereo not given)
    -0.99	0.0	-1.46
- NC(=O)c1c(NC(=S)Nc2ccccc2)sc2c1CCCC2
    .	-44.4	.
- CC(=O)Nc1ccc(Nc2cc(C)nc3c(-c4ccccc4)c(C)nn23)cc1
    -1.84	.	-0.76
- Clc1cccc(Cl)c1CSc1nnc2ccccn12
    1.77	.	2.27
- COC(=O)CN1C(=O)N/C(=C/c2ccc(OC)c(C)c2OC)C1=O
    .	63.6	.
- O=C(CN1CCC(Cc2ccccc2)CC1)NC(=O)NCc1ccccc1
    -0.93	.	-1.72
- O=C(Nc1ccc2c(c1)OCCO2)c1cccnc1
    0.36	0.0	-0.42
- Cc1cnc(NC(=O)CSc2nnc(COc3c(C)cccc3C)o2)s1
    -0.29	.	-0.2
- CCOc1ccc(S(=O)(=O)Nc2ccc3c(c2)c2c(n3S(=O)(=O)c3ccc(OCC)cc3)CCCC2=O)cc1
    -0.88	-64.7	-0.91
- CC1CCN(c2ccccc2NC(=S)NC(=O)c2ccco2)CC1
    .	-230.0	.
- COC(=O)C(O)(CC(=O)Nc1ccc(Cl)cc1F)C(F)(F)F (stereo not given)
    0.51	-8.1	0.1
- Nc1nc(C(=O)N2CCOCC2)nn1S(=O)(=O)c1ccccc1
    0.73	.	0.85
- COCCn1nnnc1SCC(=O)c1ccccc1
    -1.2	6.1	-0.82
- CCC(CC)c1nnc(NC(=O)c2cc([N+](=O)[O-])ccc2N2CCCCC2)s1
    0.08	.	0.6
- N#Cc1ccc(-c2ccccc2)nc1SCC(=O)c1cc2ccccc2oc1=O
    -0.44	-9.1	1.43
- COc1ccc(Br)cc1CN(C)CC(=O)Nc1cc(Cl)cc(Cl)c1
    -1.64	-3.3	-1.91
- CCN(CC)c1ccc(Nc2nc(N3CCOCC3)c3ccccc3n2)cc1
    -0.8	7.1	-1.1
- Cc1nnc(N2CCN(c3ccccc3)CC2)c2nn(-c3ccccc3F)c(C)c12
    .	-27.3	.
- COc1cccc(/C(O)=C2/C(=O)C(=O)N(Cc3ccco3)C2c2ccncc2)c1 (stereo not given)
    0.27	4.2	-0.76
- O=C(Nc1nc2ccccc2[nH]1)c1ccc(F)cc1
    -0.34	28.6	-0.15
- CCCc1sc(N2CCCC(C(N)=O)C2)nc1-c1ccccc1 (stereo not given)
    -0.38	.	-0.37
- COc1cc(C2C(N3C(=O)c4ccccc4C3=O)C(=O)N2c2cccc(C)c2)cc(OC)c1OC (stereo not given)
    0.61	-17.1	0.77
- COc1ccc(S(=O)(=O)N(C(=O)c2ccco2)c2cc3sc(=O)oc3c3ccccc23)cc1
    -1.07	-3.9	0.89
- C=CCNC(=O)COc1ccc(S(=O)(=O)NC2CCCCC2)cc1
    0.88	17.3	-0.1
- CCCCOC(=O)c1ccc(NC(=S)NC(=O)c2c(Br)c(C)nn2C)cc1
    -0.2	-9.4	0.7
- O=C(Nc1ccc(N2CCCC2)cc1)C(Cl)c1ccccc1 (stereo not given)
    0.4	4.7	-0.04
- Cc1c(C(=O)OC2CCCC2)[nH]c2c1C(=O)CC(c1ccco1)C2 (stereo not given)
    -0.7	-360.0	-0.58
- COc1cc(CC(=O)OCC(=O)Nc2cccc([N+](=O)[O-])c2)cc(OC)c1OC
    1.5	.	2.19
- CNc1nc(-c2ccccc2)nc(-c2ccccc2)c1C#N
    -1.42	28.6	-0.73
- O=C(Nc1ncn[nH]1)c1ccc([N+](=O)[O-])cc1[N+](=O)[O-]
    -0.09	21.4	-1.43
- Cc1ccc(-n2ncc3c(SCc4ccccc4)ncnc32)cc1
    0.54	-8.8	1.43
- CCn1c(SCC(=O)Nc2cc(NC(C)=O)ccc2OC)nnc1-c1cccnc1
    0.49	-30.0	0.09
- CCC(C)(C)NC(=O)Cn1c(-c2ccccc2)cc(C(C)=O)c1C
    .	-35.7	.
- CCc1ccc(NC(=S)Nc2ccc(S(=O)(=O)Nc3ncccn3)cc2)cc1
    .	22.2	.
- O=C(CN1CCCCC1)Nc1ccc(S(=O)(=O)N2CCCCCC2)cc1
    -0.62	-16.1	-1.34
- COC(=O)/C(=C/c1ccc(F)cc1)NC(C)=O
    0.92	.	0.49
- COc1cc(Nc2cc(C)nc3ncnn23)cc(OC)c1OC
    -0.15	.	-0.2
- N#Cc1c(NC(=O)c2ccc(Cn3cc(Br)cn3)o2)sc2c1CCCCC2
    -1.33	8.6	-0.78
- c1ccc(COc2ccc(OCCN3CCCC3)cc2)cc1
    -0.08	-23.1	-0.73
- CCOC(=O)Cn1c(=O)oc2cc(S(=O)(=O)N(CCN(C)C)Cc3ccccc3)ccc21
    0.34	.	-0.16

The listing continues:
Results follow in this order: sdo1 growth	Insulin prom inh	sdo1 growth Rescue 24 h
- Cc1cc(=O)n2[nH]c(=O)c(N=Nc3ccccc3)c2[nH]1
    1.21	-39.3	0.03
- CN(c1ccccc1C(=O)N1CCN(c2ccccc2)CC1)S(C)(=O)=O
    -0.09	33.3	-1
- Cc1ccc(S(=O)(=O)N2CCOCC2)c(C)c1NS(C)(=O)=O
    0.4	0.0	0.33
- CN(CC(=O)N1CCN(c2ccccn2)CC1)S(=O)(=O)c1cccc2nsnc12
    0.94	-5.6	0.21
- Cc1ccc(N(CC(=O)NCC2CCCO2)C(=O)CCC(=O)Nc2ccccn2)cc1 (stereo not given)
    .	33.3	.
- CC(C)N(C(=O)CSc1nnc(Cn2nnc3ccccc32)n1C)C(C)C
    0.96	35.7	0.67
- COc1ccccc1-n1c(CNC(=O)c2ccc(S(=O)(=O)N3CCOCC3)cc2)n[nH]c1=S
    1.4	0.0	1.12
- O=C(CCCSc1nc2sc3c(c2c(=O)[nH]1)CCC3)NCCO
    0.84	51.6	0.73
- CC1(C)CC(=O)C2=C(C1)N(CCN1CCOCC1)C1=C(C(=O)CC(C)(C)C1)C2c1cccc(F)c1
    -0.61	.	-0.36
- O=C(CSc1cccs1)Nc1cccc2ccccc12
    0.29	2.7	0.5
- CCCCc1ccc(N2C(=O)[C@@H]3C(CC(N)=O)NC4(C(=O)Nc5ccc(F)cc54)[C@@H]3C2=O)cc1 (stereo not given in full)
    0.29	-9.4	0.39
- COc1ccc(N2C(=O)CC(Nc3ccc(N4CCOCC4)cc3)C2=O)c(OC)c1 (stereo not given)
    -0.09	42.9	0.06
- O=c1[nH]c(NC2CCCCC2)nnc1Cc1ccccc1
    -0.57	28.6	-0.51
- Cc1cc2c(c(=O)o1)C(c1cccs1)C(C#N)=C(N)O2 (stereo not given)
    0.06	-29.6	-0.12
- CC(C)CNC(=O)COC(=O)c1ccc(Cl)c(S(N)(=O)=O)c1
    1.49	21.4	1.52
- CCOC(=O)C1=C(C)NC(C)=C(C(=O)OCC)C1C(=O)OCC(=O)N(C)C1CCS(=O)(=O)C1 (stereo not given)
    .	-100.0	.
- C/C(=N\OCC(=O)Nc1ccc2c(c1)OCCO2)c1ccc2c(c1)OCCO2
    0.38	.	0.88
- CCCS(=O)(=O)N1CCN(S(=O)(=O)c2ccccc2)CC1
    0.6	-17.2	0.63
- COc1ccc2cc3c(N)nn(C(=O)c4cccc([N+](=O)[O-])c4)c3nc2c1
    -0.62	66.7	-0.01
- COC(=O)c1oc2ccccc2c1N
    0.46	-8.5	0.24
- CCCCOc1ccccc1N
    0.5	-8.1	0.16
- Cc1cc(C)nc(N/N=C/c2cc3c(cc2[N+](=O)[O-])OCO3)n1
    .	7.7	.
- C=CCn1c(=O)/c(=C/c2ccc(O)cc2)s/c1=C(/C#N)c1nnc2n1CCCCC2
    0.42	63.0	-0.15
- CCOC(=O)c1sc(N(Cc2ccccc2)C(=O)CSc2nnc(C3CC3)n2N)nc1C
    -1.54	.	-1.88
- COc1ccc(C(=O)OC2CCN(c3ncc(C(F)(F)F)cc3Cl)CC2)cc1
    0.85	.	0.96
- CC1Cc2ccccc2N1C(=O)CSc1nc(-c2ccco2)cc(C(F)(F)F)n1 (stereo not given)
    -0.1	.	2.34
- O=C(N/N=C\c1ccc(O)c([N+](=O)[O-])c1)c1ccccc1-n1cccc1
    -0.15	21.4	-0.81
- COc1ccccc1Nc1nc(N)nc(CN2CCc3ccccc3C2)n1
    -0.28	-27.4	0.37
- Cc1oc2c(c1C(=O)Nc1ccc(C(=O)O)cc1)CCCC2
    -0.32	58.3	-1.06
- CCc1nnc(NC(=O)C2c3ccccc3Oc3ccccc32)s1
    -0.9	-20.7	0.63
- N/C(=N\OC(=O)CCCN1C(=O)c2ccccc2C1=O)c1ccc(Br)cc1
    .	20.0	.
- Cn1cccc1/C=N/n1c(-c2ccccc2)n[nH]c1=S
    -0.39	-20.7	-0.48
- CCN(CC)S(=O)(=O)c1ccc2nc(SC)sc2c1
    -0.25	78.6*	-0.79
- CCOC(=O)c1sc2nc(N3CCOCC3)c3c(c2c1N)CCCC3
    -0.27	-23.3	0.02
- CC(NC(=O)COc1ccccc1)C(=O)NC1=NCCS1 (stereo not given)
    0.78	21.1	0.59
- CC1CC(=O)N(C)c2cc([N+](=O)[O-])ccc2N1 (stereo not given)
    .	-41.7	.
- CSc1ccc(CNc2ccc(Cl)cc2)cc1
    -1.37	.	-0.87
- Cc1ccc(-c2csc(NC(=O)C3CC=CCC3C(=O)O)c2C(=O)OC(C)C)cc1 (stereo not given)
    1.07	-2.9	1.4
- Cc1ccc(C(NC(=O)c2ccccc2)C(Cl)(Cl)Cl)cc1 (stereo not given)
    -0.91	0.0	-0.53
- CCN1C(=O)/C(=C/c2ccc(C)s2)SC1=Nc1ccc(OC)cc1
    -1.43	.	-1.22
- CCCCC(=Nc1ccc(N)cc1)C1=C(O)C(C(=O)OC)C(C)(C)CC1=O (stereo not given)
    -0.6	-30.0	-0.77
- Cc1[nH]n(-c2cccc(Cl)c2)c(=O)c1-c1ccc(Cl)cc1
    -1.83	20.0	-1.51
- COc1ccc(N2C(=O)CC(SCCc3nc4ccccc4[nH]3)C2=O)cc1 (stereo not given)
    0.06	.	-0.72
- Cc1nn(C)c(C)c1CN(C)C(=O)c1nn2c(c1Br)NC(c1cccs1)CC2C(F)(F)F (stereo not given)
    1.07	-28.9	1.18
- COc1ccc(-c2cc(C(=O)Nc3cnn(Cc4ccccc4C)c3)no2)cc1OC
    -0.77	25.8	0.13
- Cc1cccc(N=Cc2cc3c(cc2[N+](=O)[O-])OCO3)c1
    1.22	20.6	0.54
- CCCCN1CN(S(=O)(=O)c2cccs2)c2nc3ccccc3nc21
    -0.76	35.1	-0.92
- CN1CCN(Cc2cccc(Oc3ccc(Cl)cc3)c2)CC1
    0.37	12.9	0.52

Record cards, from the list above. Order of values: sdo1 growth | Insulin prom inh | sdo1 growth Rescue 24 h
Cc1cccc(N=Cc2cc3c(cc2[N+](=O)[O-])OCO3)c1 reads 1.22 | 20.6 | 0.54
CCCCC(=Nc1ccc(N)cc1)C1=C(O)C(C(=O)OC)C(C)(C)CC1=O (stereo not given) reads -0.6 | -30.0 | -0.77
Cc1nn(C)c(C)c1CN(C)C(=O)c1nn2c(c1Br)NC(c1cccs1)CC2C(F)(F)F (stereo not given) reads 1.07 | -28.9 | 1.18
COc1ccc(-c2cc(C(=O)Nc3cnn(Cc4ccccc4C)c3)no2)cc1OC reads -0.77 | 25.8 | 0.13

A portion of the library; rates above refer to the full screens.
